zfTRPN1 agonist: activates the zebrafish TRPN1 channel | HEK293 zebrafish TRPN1-YFP, Fluo-8 calcium fluorescence; 100% = response to 87 µM carbachol | activation, % at 3 µM | 220,000 tested, 0.18% active | AID 1424;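 active = activation above its plate's cutoff, the mean activation of test wells on that plate plus 3 SD, cut at about 19% in these data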;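 also: 0% = DMSO alone and 100% = 87 µM carbachol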
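Material: zebrafish TRPN1-YFP in HEK293 cells; Doses: single test compound dose, 3 µM nominal, 0.3% DMSO; Timing: dye loading 1 h at 37 °C, then 30 min room temperature; Technique: intracellular calcium fluorescence with Fluo-8; Benchmarks: high carbachol 87 µM, low DMSO alone.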
EP2 mod: modulates human prostaglandin E2 receptor EP2 signaling. AID 940. EP2-expressing cells, cAMP HTRF FRET, PGE2 co-stimulation. induction, % at 25 µM. P43116. 260,000 tested, 0.83% active;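 active = compounds whose cAMP rise, as percent of the full-agonist control response, exceeds 60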;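 also: rat C6 glioma line stably carrying human EP2 under a CMV promoter; the protocol text gives 20 µM as final concentration; 100% = response of wells given 1 µM PGE2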
TRPML3 ag: human mucolipin-3 channel agonism | AID 1448 | HEK293 TRPML3-YFP, Fluo-8 calcium fluorescence; 100% = the carbachol control signal | activation, % at 3 µM | Q8TDD5 | 220,000 tested, 0.29% active;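 active = activation above its plate's cutoff, the mean activation of the plate's test wells plus 3 SD, cut at about 12% in these data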;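 also: 0% = DMSO only wells and 100% = carbachol wells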
Target sequence (Q8TDD5 whole entry, looked up): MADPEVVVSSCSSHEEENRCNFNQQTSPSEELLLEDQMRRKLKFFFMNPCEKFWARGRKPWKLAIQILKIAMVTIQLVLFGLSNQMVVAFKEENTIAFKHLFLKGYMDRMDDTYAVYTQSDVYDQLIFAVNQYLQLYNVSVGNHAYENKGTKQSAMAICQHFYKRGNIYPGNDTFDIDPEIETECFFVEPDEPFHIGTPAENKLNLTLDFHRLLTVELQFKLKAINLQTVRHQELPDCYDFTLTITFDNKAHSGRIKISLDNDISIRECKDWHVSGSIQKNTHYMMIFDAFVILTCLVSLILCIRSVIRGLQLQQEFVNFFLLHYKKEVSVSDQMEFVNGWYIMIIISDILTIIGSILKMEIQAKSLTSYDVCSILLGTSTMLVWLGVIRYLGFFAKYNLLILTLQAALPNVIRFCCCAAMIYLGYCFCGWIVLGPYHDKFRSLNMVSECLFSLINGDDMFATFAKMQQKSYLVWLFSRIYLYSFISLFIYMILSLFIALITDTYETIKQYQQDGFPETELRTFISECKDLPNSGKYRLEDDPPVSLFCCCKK
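Material: TRPML3-YFP stable HEK293 cells | Dosing: One concentration, 3 µM nominal, 0.3% DMSO | Timing: 125 s total fluorescence read per well | Technique: Fluo-8 calcium dye fluorescence, ex 470-495, em 515-575 nm | Measure: Percent activation from peak-to-basal fluorescence ratio, scaled between DMSO and carbachol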
BaF3 tox: parental Ba/F3 viability inhibition as JAK2V617F counter-screen; CellTiter-Glo ATP luminescence; inhibition, % at 5.6 µM; 220,000 tested, 1.1% active; AID 1486;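 active = inhibition above a per-campaign cutoff, the mean inhibition of all tested compounds plus 3 SD, cut at about 27% in these data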;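 also: 0% = DMSO wells and 100% = JAK Inhibitor I control wells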
m-calpain inh: blocks pig calpain II enzyme activity; purified calpain II, fluorogenic peptide substrate, 30 min; inhibition, % at 16 µM; 220,000 tested, 0.37% active; AID 1236;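 active = inhibition above about 50%, limit read from the data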
S1P4 agonist: activates the human S1P4 receptor; S1P4-expressing cell line, agonist reporter assay; 220,000 tested, 0.35% active; O95977; activation, % at 4.98 µM; AID 1509; in the data active = activation above about 11%;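 also: 0% = DMSO vehicle and 100% = reference agonist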
Target sequence (O95977 whole entry, looked up): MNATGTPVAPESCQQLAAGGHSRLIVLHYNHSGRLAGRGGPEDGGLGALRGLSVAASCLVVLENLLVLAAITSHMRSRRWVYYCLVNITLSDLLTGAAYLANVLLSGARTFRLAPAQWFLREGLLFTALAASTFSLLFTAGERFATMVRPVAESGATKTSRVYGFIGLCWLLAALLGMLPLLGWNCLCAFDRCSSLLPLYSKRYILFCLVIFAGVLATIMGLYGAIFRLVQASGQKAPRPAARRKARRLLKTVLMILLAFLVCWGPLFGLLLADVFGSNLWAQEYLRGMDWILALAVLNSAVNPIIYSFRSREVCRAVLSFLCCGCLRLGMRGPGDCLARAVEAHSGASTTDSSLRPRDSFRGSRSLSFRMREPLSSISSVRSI
S1P4 antag: antagonists of human S1P4 receptor; 220,000 tested, 0.26% active; inhibition, % at 4.98 µM; S1P4-expressing cells, antagonist mode, reporter read-out; AID 1510; in the data active = inhibition above about 29%;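 also: 0% = wells stimulated with agonist and 100% = vehicle wells without agonist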
PERK inhibitor: inhibitors of human PERK kinase; 220,000 tested, 0.17% active; CHO PERK-DD fusion, SEAP luminescence translation reporter; AID 1416; Q9NZJ5; inhibition, % at 5.6 µM;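 active = inhibition above the mean inhibition of all tested compounds plus 3 SD, set separately per screening campaign, cut at about 2.9% in these data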;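 also: PERK kinase domain activated by AP20187 dimerizer at 100 nM; 0% = DMSO with dimerizer and 100% = rapamycin at 8.4 µM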
Ba/F3 V617F tox: lowers viability of Ba/F3 cells expressing EpoR and JAK2V617F; ATP luminescence; inhibition, % at 5.6 µM; 220,000 tested, 1.1% active;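 active = inhibition above the campaign mean plus 3 SD over all tested compounds, cut at about 24% in these data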;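 also: cytokine-independent growth of Ba/F3 cells driven by EpoR plus mutant JAK2; 0% = DMSO-treated cells and 100% = JAK inhibitor I control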
Starred values were filed as active, the others as inactive; i = inactive; / = no result given; & = joins results of further samples. Rows are unselected; overall some 3.6% were active at least once.

SMILES	zfTRPN1 agonist	EP2 mod	TRPML3 ag	BaF3 tox	m-calpain inh	S1P4 agonist	S1P4 antag	PERK inhibitor	Ba/F3 V617F tox
Cc1cc2c(=O)n(NC(N)=O)c(C)nc2s1	-0.2	9	-0.4	6	-25	-0.8	-8	2.2	1
O=C(Nc1ccc(N2CCOCC2)c([N+](=O)[O-])c1)c1ccco1	2.6	-30	0.9	0	-35	1.6	-13	0.8	5
CN(C)c1cccc(C(=O)NCc2ccc(Cl)cc2)c1	1.9	33	1.4	5	-43	-0.7	-6	0.2	3
Cc1cccc(/C=C\c2nc3ccccc3c(=O)[nH]2)c1	1.9	9	0.9	6	-212	0.9	5	0.1	2
CC1(C)CC(=O)C(=Cc2cn(CCC#N)nc2-c2ccc(F)cc2)C(=O)C1	-0.4	-48	0.1	3	7	2.0	-5	-1.0	0
CCOC(=O)N1CCN(C(=O)C2CCCN(Cc3nc(-c4ccc(Cl)cc4)oc3C)C2)CC1 (centres undefined)	7.7	22	2.8	15	-17	-1.0	7	-0.5	1
O=C(N/N=C\c1ccc(O)c([N+](=O)[O-])c1)C1COc2ccccc2O1 (centres undefined)	1.1	-16	-0.4	-6	-8	1.3	-9	-0.2	1
COCc1nnc(NC(=O)c2ccc(NC(C)=O)cc2)s1	1.1	39	-0.7	-2	-13	-1.3	-21	1.5	-4
C=CCN(c1ccccc1Cl)S(=O)(=O)c1cccc(C(=O)OCC(=O)N(C)C2CCS(=O)(=O)C2)c1 (centres undefined)	-0.5	4	0.7	9	0	1.0	-13	0.3	6
CC1(C)CC(C(N)=S)CCO1 (centres undefined)	1.0	-9	1.0	-3	-21	0.5	-12	0.3	-4
C#CC[N+]1(CC#Cc2cccc3ccccc23)CCOCC1	-0.1	-4&24	0.1	50*	-26	0.3	-16	0.4	81*
CCC(=O)n1nc(NCc2ccc(OC)c(OC)c2)nc1NCc1ccc(OC)c(OC)c1	2.8	1	-0.2	7	-11	-2.3	0	-0.8	4
CCc1nnc(NC(=O)CCCSc2nc3ccccc3[nH]2)s1	0.0	-36	-0.1	3	3	1.8	-12	0.4	2
O=C(O)CSCC(=O)N1CCN(S(=O)(=O)c2cc(Cl)cc(Cl)c2)CC1	2.6	7	1.2	-2	-5	-0.7	7	1.8	1
CCC(=O)N=c1ccn(C2=Nc3ccccc3NC2=C(C#N)C#N)cc1	1.2	-16	0.7	4	-204	-0.5	-8	-0.1	1
Cc1ccc(NC(=O)NCCN2C(=O)C3C4C=CC(C4)C3C2=O)cc1 (centres undefined)	1.1	14	1.1	6	16	1.8	-29	0.2	0
Cc1ccc(-n2c(=O)c(C#N)cc3c(=O)n4ccccc4nc32)cc1C	-0.4	6	0.5	6	i	-3.5	-17	0.7	-1
C=CCn1c(SCC(=O)N2CCOCC2)nc(O)cc1=O	-0.6	26	1.0	1	2	-1.7	-5	1.5	-5
Cc1cc(Cl)ccc1OCCCC(=O)NC1CCN(C)CC1	2.5	-11	0.6	5	-13	-0.4	2	0.2	-3
COc1ccc(C(C)=O)cc1CSc1nc2ccccc2c(=O)n1-c1ccccc1	1.2	64*	0.5	3	22	-0.3	-13	-0.5	3
CCOC(=O)COn1c(=O)c(-c2cccs2)[n+]([O-])c2ccccc21	-0.1	24	0.6	-1	-142	0.3	11	-0.3	-4
CC1(C)Cc2c(sc3ncn(N)c(=N)c23)CO1	1.3	11	-0.1	-2	-38	0.5	-14	1.9	-2
C#CCn1c(S(=O)(=O)Cc2ccc(OC)cc2)nc(-c2ccccc2)c1-c1ccccc1	-1.1	45	-0.3	3	-60	0.8	-36	-1.4	-1
CCOC(=O)c1c(C)c(C(=O)Nc2cc(F)ccc2F)c(C)n1C	-0.8	9	0.2	1	10	1.8	-4	0.8	0
CCOc1cccc2sc(N(CCCN(C)C)C(=O)Cc3ccccc3)nc12	3.0	-36	0.9	11	8	1.0	-7	0.1	0
CC(C)(C)NC(=O)C(Cc1ccccc1)NS(=O)(=O)c1cccc2nsnc12 (centres undefined)	-0.2	7	-0.7	2	7	-2.8	-18	-0.3	-5
CC(C)(C)C(=O)N(Cc1ccc(Cl)cc1)Cc1cccnc1	-2.6	-8	2.3	0	-3	-0.2	1	1.1	-3
NC(=O)CSc1ncnc2c1nnn2Cc1ccc(F)cc1	1.8	-16	-0.1	4	6	-1.7	8	-1.2	5
CC(=Nc1ccc(C)c(C)c1)C1=C(O)CCC1=O	0.6	-8	-0.5	1	-12	-1.6	-5	-0.3	-3
O=C(NCc1ccc2c(c1)OCO2)C1CC(=O)N(C2CCCCCCC2)C1 (centres undefined)	1.9	11	1.4	2	8	-2.7	-10	-0.4	3
O=C(/C=C/c1cccs1)Nc1scc(-c2ccccc2)c1C(=O)O	0.2	-23	1.3	4	-28	1.6	-20	0.1	3
Cc1cccc(NS(=O)(=O)Cc2ccccc2)n1	1.8	2	0.8	-5	-151	-2.8	6	0.1	-2
COc1nc(Nc2ccc(-c3nc4ccccc4o3)cc2)nc(N2CCOCC2)n1	1.4	/	0.1	0	/	0.8	-23	-0.2	-5
Cc1ccc(Cn2c(Sc3nnc(C)s3)nc3c2c(=O)[nH]c(=O)n3C)cc1	3.1	4	0.2	7	-8	0.6	-2	0.9	-2
COc1cc(OC)cc(C(=O)NNC(=S)NCc2ccco2)c1	0.0	-16	-0.1	8	-3	0.4	-26	-0.5	3
CN1C(=S)SC(C)(C)C1/[N+]([O-])=C/c1cccnc1 (centres undefined)	1.5	9	0.9	3	-14	-0.1	-9	0.7	4
CCCCCCC1CC(/C(C)=N\NC(N)=O)OC1=O (centres undefined)	0.2	17	0.4	0	-5	-0.6	11	-0.3	0
C/C(=N\NC(N)=O)C1CC(CC(C)C)C(=O)O1 (centres undefined)	0.6	2	1.5	8	22	0.1	-1	-0.2	3
CCC1CCCCN1CCCNC(=O)CNC(=O)Cn1ccc2ccccc2c1=O (centres undefined)	0.9	29	0.1	4	-1	-0.6	15	1.4	-4
COc1cc(C)nn1-c1ccc(Cl)cc1	-0.7	16	0.3	5	-26	-0.1	-6	1.1	0
Cc1sc(N/N=C/c2ccco2)nc1-c1ccccc1	-1.0	7	0.3	8	8	-4.4	-5	-0.8	4
Cn1c(SCc2nc3cc(C(=O)O)ccc3c(=O)[nH]2)nnc1C(F)(F)F	1.5	7	1.3	1	-44	2.5	10	0.7	1
CC1(C)CC(=O)C(C2C3=C(CC(C)(C)CC3=O)Oc3ccccc32)=C(O)C1 (centres undefined)	-1.1	16	0.7	3	27	0.5	-20	-1.0	-1
O=C1c2ccccc2C(=O)N1CSc1ncccn1	1.2	31	0.0	4	-5	1.0	-12	-0.7	4
C=CCOc1ccc(CNc2ccc3[nH]c(=O)[nH]c3c2)cc1	0.2	-47	0.4	1	-11	-2.0	-6	1.6	-9
CCN1CCCC1CN(Cc1cc2ccc(C)cc2[nH]c1=O)C(=S)Nc1cccc(OC)c1 (centres undefined)	0.8	-7	1.2	11	8	-2.2	-13	-0.9	1
CC(C)C1=NOC(C(=O)N2CCC(N3CCC(C(=O)N4CCOCC4)CC3)CC2)C1 (centres undefined)	0.1	4	0.6	-1	-19	0.1	0	1.3	-4
COc1cccc(/C=N/NC(N)=S)c1OCc1cccc(Cl)c1	-3.8	52	-1.4	3	-13	-0.4	0	-0.3	2
CCNc1oc(COc2ccccc2F)nc1C#N	0.1	3&-43	0.3	1	-23	-1.8	-21	1.2	0
COc1ccc(NC(=S)NCCSc2ccc(C)cc2)c(OC)c1	-1.6	/	-1.2	4	/	-0.1	-10	-0.3	-1

Some of these compounds in order of formula weight, highest first:
SMILES	zfTRPN1 agonist	EP2 mod	TRPML3 ag	BaF3 tox	m-calpain inh	S1P4 agonist	S1P4 antag	PERK inhibitor	Ba/F3 V617F tox
COc1cccc(/C=N/NC(N)=S)c1OCc1cccc(Cl)c1	-3.8	52	-1.4	3	-13	-0.4	0	-0.3	2
O=C1c2ccccc2C(=O)N1CSc1ncccn1	1.2	31	0.0	4	-5	1.0	-12	-0.7	4
CCNc1oc(COc2ccccc2F)nc1C#N	0.1	3&-43	0.3	1	-23	-1.8	-21	1.2	0

(cont.)
SMILES	zfTRPN1 agonist	EP2 mod	TRPML3 ag	BaF3 tox	m-calpain inh	S1P4 agonist	S1P4 antag	PERK inhibitor	Ba/F3 V617F tox
Nc1n[nH]c(S(=O)(=O)CCCc2ccccc2)n1	1.4	-8	1.0	0	23	-1.9	5	0.5	1
CN(C)c1ccc(C=Nc2ccccc2)cc1	1.1	18	0.9	8	-3	-1.3	-13	0.3	2
Cc1nn(-c2ccc(Cl)cc2Cl)c(C)c1C(=O)O	1.4	26	0.8	10	4	0.6	3	1.2	-3
COC(=O)c1ccc(C(=O)Nc2ccc3nc(-c4cccnc4)[nH]c3c2)cc1	-0.9	-6	0.0	-1	-35	0.2	-13	0.2	-3
CC(C)c1ccc(C(O)c2cnc(C(C)C)n2C)cc1 (centres undefined)	5.6	8	2.1	4	0	-1.2	4	0.5	-3
CC(=O)Nc1cc(S(=O)(=O)C(F)(F)F)ccc1Cl	1.0	-7	0.3	4	-15	1.0	-14	0.2	4
O=c1cnnc(SCc2ccc([N+](=O)[O-])cc2)[nH]1	-0.5	0	1.2	7	-13	-0.4	-1	1.5	-1
COC(C(=O)NCc1ccccc1C)c1ccccc1 (centres undefined)	-0.2	11	-0.1	1	4	0.8	-7	0.8	0
O=C(c1ccccn1)C1CCCN(Cc2cn[nH]c2-c2cc3ccccc3o2)C1 (centres undefined)	-0.8	-8	0.6	9	-14	0.9	-15	0.5	2
Cc1cc(N=Cc2c(O)n(-c3cccc(Cl)c3)c(=O)c3ccccc23)no1	0.1	31	0.7	4	-6	1.4	-6	-0.7	1
CCOC(=O)c1[nH]c2ccc(Br)cc2c1NC(=O)CCN1CCCC(C)C1 (centres undefined)	0.1	-2	0.4	4	5	2.1	7	-0.8	-3
COc1ccc(/C=C/C(=O)O)cc1S(=O)(=O)N1CCCCC1	0.3	-1&19	0.6	-1	16	0.4	10	-1.0	4
Cc1ccc(-c2n[nH]c(=S)n2/N=C/C=C/c2ccccc2[N+](=O)[O-])cc1	-1.7	-13	-0.1	7	-20	1.4	-9	0.0	0
CCOc1ccc(C(c2c(C)[nH][nH]c2=O)c2c(C)[nH][nH]c2=O)cc1OCC	0.4	15	0.7	3	18	1.2	-2	0.8	1
Cc1ccc(NS(=O)(=O)c2ccc(NC(=O)CN(c3cc([N+](=O)[O-])ccc3C)S(C)(=O)=O)cc2)c(C)c1	3.0	0	0.8	9	-63	0.2	2	0.0	-1
O=C1NC(=O)/C(=C/c2cccc([N+](=O)[O-])c2)N1	0.4	-19	0.3	0	-16	0.6	-2	0.8	-2

Entries of single compounds, looked up by structure:
CCOc1ccc(C(c2c(C)[nH][nH]c2=O)c2c(C)[nH][nH]c2=O)cc1OCC as listed: zfTRPN1 agonist: 0.4; EP2 mod: 15; TRPML3 ag: 0.7; BaF3 tox: 3; m-calpain inh: 18; S1P4 agonist: 1.2; S1P4 antag: -2; PERK inhibitor: 0.8; Ba/F3 V617F tox: 1
O=C1NC(=O)/C(=C/c2cccc([N+](=O)[O-])c2)N1 as listed: zfTRPN1 agonist: 0.4; EP2 mod: -19; TRPML3 ag: 0.3; BaF3 tox: 0; m-calpain inh: -16; S1P4 agonist: 0.6; S1P4 antag: -2; PERK inhibitor: 0.8; Ba/F3 V617F tox: -2
